S2 tox = Viability Counterscreen for Primary qHTS for Inhibitors of ATXN expression. S2 cells (HEK-293 line with an ATXN2-luciferase reporter) viability, CellTiter-Fluor protease fluorescence, 24 h. actives 0.49% (n = 400,000). Potency, µM (doses to about 56.7 µM), hits mostly cytotoxic. AID 651635, 2014; further: potency means the concentration at half of the fitted maximal effect; nearly all actives have a fitted effect of over 40% in size
IL-1B inflam inh = qHTS for Inhibitors of Inflammasome Signaling: IL-1-beta AlphaLISA Primary Screen | actives 4.7% (n = 360,000) | activity change, % at 57.5 µM | THP-1 LPS/ATP IL-1B secretion, AlphaLISA, 16 h; stronger effect = lower value | AID 743279, 2014; in the data active means activity change below about -50%; inconclusive means mostly about -30% to -49%; further: on the % scale 0 is the no-effect control and ±100 the full control effect
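THP-1 cells pretreated 1 hr with compounds (up to 57.5 uM final), then stimulated with LPS (250 ng/mL final) plus ATP (1.25 mM final); secreted IL-1B measured by AlphaLISA after 16 hr, decreased signal indicating inhibition.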
HT1080 IDH1KD tx = qHTS for induction of synthetic lethality in tumor cells producing 2HG: qHTS for the HT-1080-IDH1KD cell line; actives 2% (n = 360,000); Potency, µM (highest dose often 46.1 µM), without a hit: at the highest dose activity, negative = toxicity, hits mostly cytotoxic; AID 686971, 2013; HT-1080 IDH1 knockdown viability, ATP luminescence, 48 h;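 further: potency means the concentration at half of the fitted maximal effect; 0% = DMSO wells and -100% = cell-free medium wells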
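Viability of IDH1-knockdown HT-1080 fibrosarcoma cells was assessed by CellTiter-Glo after 48 h at 37 °C with titrated compound; concentration-effect curves were classified by fit quality and response size.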
MCF10A rereplic = A quantitative high throughput screen for small molecules that induce DNA re-replication in MCF 10a normal breast cells | actives 2.9% (n = 350,000) | Potency, µM (titrated, usually from 46.1 µM), for inactives: top-dose activity, positive = re-replication, hits mostly activators | MCF 10A DNA re-replication, Hoechst nuclear intensity, 48 h; further: potency means the concentration at half of the fitted maximal effect; % of control where 0% means no effect; nearly all actives have a fitted effect of over 50% in size
HT1080NT lethal = qHTS for induction of synthetic lethality in tumor cells producing 2HG: qHTS for the HT-1080-NT fibrosarcoma cell line | HT-1080-NT fibrosarcoma viability, CellTiter-Glo ATP luminescence, 48 h | Potency, µM (series often up to 46.1 µM), without a hit: top-dose activity, negative = less viability, actives largely listed as cytotoxic | actives 1.6% (n = 360,000) | AID 686970, 2013;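 further: NT is the 2HG producing partner of a matched IDH1 knockdown line; potency means the concentration at half of the fitted maximal effect; 0% = DMSO-treated cells and -100% = media-only wells without cells; nearly all actives have a fitted effect of over 55% in size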
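A 48-hour cytotoxicity screen used HT-1080-NT cells plated 2 hours before compound delivery. ATP-based CellTiter-Glo luminescence measured viability, normalized to DMSO and no-cell controls.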
KB-V1 cytotox = qHTS assay for MDR1-selective chemotherapeutics: Primary screen using the drug-selected MDR subline cells KB-V1 | Potency, µM (series often up to 46.1 µM), without a hit: top-dose activity change, negative = cytotoxicity, usual class: cytotoxic | actives 3.4% (n = 400,000) | KB-V1 MDR cells viability, CellTiter-Glo, 72 h | AID 1347076, 2019; further: potency means the concentration at half of the fitted maximal effect; on the % scale 0 is the no-effect control and ±100 the full control effect; nearly all actives have a fitted effect of over 60% in size
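In this primary screen, KB-V1 cells overexpressing P-gp are incubated with library compounds (lowest to highest concentration) for 72 h at 37 degrees C before a luminescent ATP viability read.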
KB-3-1 cytotox = qHTS assay for MDR1-selective chemotherapeutics: Primary screen using the parental adenocarcinoma cell KB-3-1; KB-3-1 viability, CellTiter-Glo ATP luminescence, 72 h; AID 1347075, 2019; Potency, µM (titrated, usually from 46.1 µM), for inactives: at the top dose activity change, negative = cytotoxic, actives largely listed as cytotoxic; actives 1.4% (n = 400,000); further: potency means the concentration at half of the fitted maximal effect; on the % scale 0 is the no-effect control and ±100 the full control effect; nearly all actives have a fitted effect of over 60% in size
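Parental KB-3-1 viability, qHTS format: 72 h compound exposure, 37 °C; CellTiter-Glo; media-only wells and DMSO plates as controls; concentration-effect fits on corrected data.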
SW480 rerep = A quantitative high throughput screen for small molecules that induce DNA re-replication in SW480 colon adenocarcinoma cells; SW480 DNA re-replication, Hoechst DNA content imaging, 48 h; Potency, µM (highest dose often 46.1 µM), for the others: top-dose re-replication activation, usual class: activators; actives 1.8% (n = 340,000); AID 624297, 2012; further: potency means the concentration at half of the fitted maximal effect; % of control where 0% means no effect; nearly all actives have a fitted effect of over 55% in size
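Quantitative HTS format with DMSO vehicle controls; 48 hr drug incubation at 37 C, then 40 min Hoechst staining and scanning imager measurement at 405 nm excitation.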
ATXN2 expr inh = Primary qHTS for Inhibitors of ATXN expression | Potency, µM (top dose mostly 57 µM), for the others: at the top dose activity change, negative = inhibition, actives largely listed as inhibitors | AID 1745845, 2022 | HEK-293 ATXN2-luciferase reporter, luminescence, 24 h | actives 0.72% (n = 360,000); further: potency means the concentration at half of the fitted maximal effect; on the % scale 0 is the no-effect control and ±100 the full control effect; nearly all actives have a fitted effect of over 55% in size
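qHTS (up to 57 uM final) was run with 24 h compound exposure of reporter cells at 37 °C. Each well was multiplexed: SteadyGlo luminescence measured ATXN2-luciferase expression after a fluorogenic Gly-Phe-AFC viability readout (25 uM final).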
* hit, by the source's call; i = inactive; ? = inconclusive; nt = no result given; & = joins results of further samples; [ ] = remark or other dose. Unless noted, the call rests on the fitted dose curve; in most records, active means well fitted curve in the direction sought with a large enough effect; inconclusive means small, poorly fitted or top-dose-only effect, or another doubt; inactive means no such curve, though single readings can be large; an effect the other way counts as inactive or inconclusive. This is a random part of the collection (roughly 11% active in at least one column).

SMILES	S2 tox	IL-1B inflam inh	HT1080 IDH1KD tx	MCF10A rereplic	HT1080NT lethal	KB-V1 cytotox	KB-3-1 cytotox	SW480 rerep	ATXN2 expr inh
Cc1cc(C(=O)N2CCc3c([nH]c4ccccc34)C2c2c(F)cccc2Cl)no1 (centres undefined)	i	-6	-9%	-9%	-8%	-27%	-6%	-3%	4%
Cc1cccc(OCC(=O)Nc2ccc(C(=O)Nc3ccccc3C(=O)O)cc2)c1	?	26	10%	nt	7%	-3%	1%	nt	nt
CCCCN(S(=O)(=O)c1ccccc1)S(=O)(=O)c1ccccc1	i	0	-4%	?	5%	?	-9%	3%	0%
CCOC(=O)CCCCC(=O)NC(CO)C(=O)NC (centres undefined)	i	0	17%	-5%	15%	2%	-3%	2%	4%
CCc1ccc(NC(=O)CN2C(=O)COc3ccc(S(=O)(=O)N4CCCC4)cc32)cc1	i	-55*	-1%	-1%	0%	?	13%	5%	12%
NC(=O)C1CCN(C(=O)N2c3ccccc3Sc3ccccc32)CC1	i	?	14%	-1%	-21%	-5%	-9%	-3%	-10%
CCN1CCc2nc3ccccc3c(C(=O)Nc3ccc(NC(C)=O)cc3)c2C1	i	23	9%	-3%	-4%	?	-2%	-6%	7%
OC[C@@H]1CN(Cc2ccc(-c3ccccc3)cc2)C[C@H](n2cnc3c(NC4CC4)ncnc32)O1	?	9	?	nt	-24%	3%	-15%	nt	-31%
CCOc1ccc(Oc2c(/C=N/NC(C)=O)c(C)nn2-c2ccccc2)cc1	i	-9	-13%	0%	-8%	-9%	-4%	25%	5%
Cc1ccc(C)c(NC(=O)CSc2nnc(CCNC(=O)OC(C)(C)C)o2)c1	i	-7	-19%	?	2%	-1%	-14%	?	-1%
CCOc1ccc(OCC)c(NC(=O)CCn2cccc2)c1	i	-14	11%	-1%	19%	19%	-13%	0%	6%
Cc1ccc(NC(=S)NCc2ccccc2)c(C)c1	i	-14	10%	-7%	7%	-11%	-1%	0%[9.22 µM]	2%
CCOC(=O)c1nn(-c2ccccc2F)c(C)c1C(C)=O	i	8	0%	1%	10%	?	0%	-3%	5%
Cc1ccc(-c2cc(C(=O)O)n[nH]2)o1	i	-16	-1%	-3%	-5%	5%	3%	-4%	-3%
COc1ccc(NC(=O)Nc2cc(-c3cn4cccnc4n3)ccc2C)cc1	i	nt	nt	nt	nt	5%	1%	nt	8%
O=C(NCCN1CCOCC1)NC1(C(F)(F)F)Oc2ccccc2O1	i	7	-21%	18%	-10%	-13%	0%	1%	-11%
O=C(O)c1ccc(CN(c2ccccn2)S(=O)(=O)c2ccccc2)cc1	i	16	4%	13%	7%	-1%	-1%	3%	-9%
COc1ccc(N2C(=O)CCC2(C#N)c2ccc(Br)cc2)cc1 (centres undefined)	i	-6	-5%	0%	-6%	0%	-17%	2%	-13%
CC(C)CN(C(=O)COC(=O)C12CC3CC(CC(O)(C3)C1)C2)c1c(N)n(Cc2ccccc2)c(=O)[nH]c1=O	i	-13	10%	nt	14%	14%	-3%	nt	nt
Cc1ccnc(SCC(=O)N2CCCc3ccccc32)n1	?	23	5%	0%	7%	-19%	-1%	-39%[inhibitor]	-19%
O=C(COC(=O)/C=C/c1ccc(Cl)cc1)Nc1ccc2c(c1)OCCO2	i	22	-1%	19%	-3%	-5%	0%	-3%	-15%
CCCCNC(=O)N1CCCC(C(=O)c2cc(C)c(OC)c(C)c2)C1 (centres undefined)	i	-14	-5%	-3%	-17%	?	-8%	-5%	-14%
Cc1ccc(NC(=O)CSc2nc(=O)n(CCN(C)C)c3c2CCCC3)c(C)c1	i	12	8%	7%	-1%	-6%	5%	-1%	6%
CCCn1nc(C(=O)OCn2nnc3ccccc3c2=O)c2ccccc2c1=O	i	14	15%	-3%	18%	22%	19%	8%	3%
CCOC(=O)c1csc(NC(=O)c2ccc(S(=O)(=O)N(C)C)cc2)n1	i	8	7%	-6%	0%	21µM*	-27%	1%	1%
O=C(C1CCCN1S(=O)(=O)c1ccc(Cl)c(Cl)c1)N1CCOCC1 (centres undefined)	i	-23	14%	-16%	10%	-7%	-9%	0%	1%
CC(C)(C)c1nc(NCCN2CCOCC2)c2nnn(Cc3ccccc3Cl)c2n1	i	-9	9%	?	12%	0%	?	28%	-35%
O=C(CSc1ncn[nH]1)N1N=C(c2ccc(Cl)cc2)CC1c1ccco1 (centres undefined)	i	-53*	-4%	?	-8%	-1%	?	-21%	7%
O=S1(=O)CCN(C2CCCCCC2)CC1	i	16	-7%	nt	-2%	19%	3%	nt	nt
CCOC(=O)c1nn(-c2ccc(C)cc2)c(C)c1C(C)=O	i	-18	0%	9%	-4%	0%	4%	0%	-6%
CSC(=NC#N)N1CCN(C(=NC#N)SC)CC1	i	-1	10%	?	1%	0%	14%	14%	-16%
CC1(C)Oc2ccc(C(=O)NC3CCCCC3)cc2N(CC#N)C1=O	i	29	2%	-33%[inhibitor]	7%	?	3%	-22%	2%
Cc1ccc(S(=O)(=O)/N=C(/Sc2ccccc2C(=O)O)c2ccccc2)cc1	i	25	7%	5%	0%	13%&4%	?	3%	5%
Cc1sc(NC(=O)CN2CCOCC2)nc1-c1ccc2c(c1)CCN2S(=O)(=O)c1ccccc1	i	-2	?	?	?	4.1µM*	?	-1%	-21%
C#CCOCCOCCOCCNc1nc(N2CCN(C(=O)CCCCCCCCCCNC(=O)[C@@H](CCC(=O)O)n3cc(CCCCCN)nn3)CC2)nc(N2CCN(C(=O)CCCCCCCCCCNC(=O)[C@H](CCCCN)n3cc(C[C@@H](C)CC)nn3)CC2)n1	nt	?	?	?	?	-9%	-10%	-7%	-12%
COc1ccc(CCNCc2c(C(=O)O)c(C)n(Cc3ccccc3C)c2C)c(OC)c1	?	nt	nt	nt	nt	?	4%	nt	7%
COc1ccc(C(=O)CSc2nnc(-c3ccc(C)cc3)o2)cc1	i	1	-2%	6%	1%	?	-4%	?	-5%
O=C(Nc1ccc2nc(N3CCOCC3)sc2c1)c1cc2ccccc2o1	i	45	-6%	nt	-7%	?	0%	nt	nt
COC(=O)CSc1nnc2n(-c3ccccc3)c(=O)c3c4c(sc3n12)COC(C(C)C)C4 (centres undefined)	i	nt	nt	nt	nt	-14%	4%	nt	10%
COc1ccc(C2=NN(S(=O)(=O)c3ccccc3)C(c3ccccc3)C2)cc1 (centres undefined)	i	-5	0%	-3%	1%	?	-25%	?	nt
COc1ccc(-c2ccc3c(c2)O/C(=C\c2ccsc2)C3=O)cn1	i	-5	8%	?	13%	4%	15%	0%	7%
CC(C)OC(=O)c1ccc(NCc2cc(O)ccc2O)cc1	nt	-101*	18µM*	?	21µM*	?	?	?	?
C=C[C@H](Cc1ccccc1)N(Cc1ccccc1)S(=O)(=O)N(Cc1ccccc1)[C@H](C=C)Cc1ccccc1	i	44	17%	4%	14%	-8%	-1%	-5%[9.22 µM]	9%
Cc1ccc(C)c(N2CCN(C(c3ccccc3)c3nnc(-c4ccccc4)o3)CC2)c1 (centres undefined)	?	nt	nt	nt	nt	?	-12%	nt	-3%
Cc1cnc(CN(C)C(=O)c2cc(COc3c(F)cccc3F)on2)[nH]1	i	28	-32%	-2%	-2%	-25%	0%	2%	nt
CCOc1cc(/C=N/n2c(C)nnc2C)ccc1O	i	-24	6%	4%	0%	-3%	-2%	17%	nt
COc1cc2ccccc2cc1C(=O)N1CCOCC1	i	3	3%	2%	-3%	-4%	-8%	0%	-8%

Complete entries from above. Screens in order: S2 tox | IL-1B inflam inh | HT1080 IDH1KD tx | MCF10A rereplic | HT1080NT lethal | KB-V1 cytotox | KB-3-1 cytotox | SW480 rerep | ATXN2 expr inh
C=C[C@H](Cc1ccccc1)N(Cc1ccccc1)S(=O)(=O)N(Cc1ccccc1)[C@H](C=C)Cc1ccccc1 is entered as i | 44 | 17% | 4% | 14% | -8% | -1% | -5%[9.22 µM] | 9%
COC(=O)CSc1nnc2n(-c3ccccc3)c(=O)c3c4c(sc3n12)COC(C(C)C)C4 (centres undefined) is entered as i | nt | nt | nt | nt | -14% | 4% | nt | 10%
CSC(=NC#N)N1CCN(C(=NC#N)SC)CC1 is entered as i | -1 | 10% | ? | 1% | 0% | 14% | 14% | -16%

Some of these compounds in order of molecular weight, high to low.
SMILES	S2 tox	IL-1B inflam inh	HT1080 IDH1KD tx	MCF10A rereplic	HT1080NT lethal	KB-V1 cytotox	KB-3-1 cytotox	SW480 rerep	ATXN2 expr inh
C#CCOCCOCCOCCNc1nc(N2CCN(C(=O)CCCCCCCCCCNC(=O)[C@@H](CCC(=O)O)n3cc(CCCCCN)nn3)CC2)nc(N2CCN(C(=O)CCCCCCCCCCNC(=O)[C@H](CCCCN)n3cc(C[C@@H](C)CC)nn3)CC2)n1	nt	?	?	?	?	-9%	-10%	-7%	-12%
COc1ccc(C2=NN(S(=O)(=O)c3ccccc3)C(c3ccccc3)C2)cc1 (centres undefined)	i	-5	0%	-3%	1%	?	-25%	?	nt
O=C(Nc1ccc2nc(N3CCOCC3)sc2c1)c1cc2ccccc2o1	i	45	-6%	nt	-7%	?	0%	nt	nt
CCOc1cc(/C=N/n2c(C)nnc2C)ccc1O	i	-24	6%	4%	0%	-3%	-2%	17%	nt

Source: PubChem BioAssay
